High-throughput results as filed in PubChem BioAssay.
UBC13 polyUb = blocks human UBC13 polyubiquitin chain formation; P61088; TR-FRET; inhibition, % at 20 µM; actives 0.47% (n = 330,000); AID 485273; in the data active = inhibition above about 45%, passing the limit was not always enough
Target sequence (P61088 whole entry, looked up): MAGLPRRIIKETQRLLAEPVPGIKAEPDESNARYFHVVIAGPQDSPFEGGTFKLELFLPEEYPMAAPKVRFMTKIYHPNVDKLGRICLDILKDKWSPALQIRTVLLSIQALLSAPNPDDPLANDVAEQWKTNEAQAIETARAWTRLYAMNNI
SENP8 block = inhibitors of human SENP8 protease; Q96LD8; purified SENP8, Z-RLRGG-aminoluciferin cleavage, luminescence; inhibition, % at 10 µM; actives 1.2% (n = 330,000)
Gli-Sufu antag = blocks Gli-Sufu signaling in a luciferase reporter | Sufu-KO-LIGHT fibroblasts, Gli luciferase reporter luminescence | inhibition, % at 5 µM | actives 0.74% (n = 340,000) | AID 588413;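 active = inhibition above about 55%, limit read from the data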;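 also: 0% = DMSO-treated cells and 100% = wells with medium but no cells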
SENP7 inh = SENP7 protease inhibition; Q9BQF6; recombinant SENP7, Z-RLRGG-aminoluciferin luminescence, 40 min; inhibition, % at 5 µM; actives 1.5% (n = 330,000);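 active = inhibition above about 50% at the single test dose, limit read from the data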;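 also: plate controls were DMSO with enzyme for no effect and no enzyme buffer wells for full effect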
Jurkat NFkB inh = lowers PMA/ionomycin-induced NF-kB signal in Jurkat cells; actives 0.53% (n = 330,000); inhibition, % at 4 µM; PMA/ionomycin-induced NF-kB luciferase reporter, luminescence
697 NFkB inh = inhibitors of the PMA/ionomycin-induced NF-kB reporter in 697 B cells; 697 B-cell NF-kB luciferase reporter, 16 h; inhibition, % at 4 µM; actives 0.33% (n = 330,000); AID 435022; in the data active = inhibition above about 35%
HKDC1 inh = blocks human hexokinase HKDC1 activity; Q2TB90; recombinant HKDC1, G6PDH/diaphorase resazurin coupled fluorescence; inhibition, % at 20 µM; actives 0.16% (n = 340,000);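 active = inhibition above about 35% when tested at 20 µM, limit read from the data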;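 also: plate controls were DMSO wells with enzyme for no effect and DMSO wells lacking enzyme for full effect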
Target sequence (Q2TB90 whole entry, looked up): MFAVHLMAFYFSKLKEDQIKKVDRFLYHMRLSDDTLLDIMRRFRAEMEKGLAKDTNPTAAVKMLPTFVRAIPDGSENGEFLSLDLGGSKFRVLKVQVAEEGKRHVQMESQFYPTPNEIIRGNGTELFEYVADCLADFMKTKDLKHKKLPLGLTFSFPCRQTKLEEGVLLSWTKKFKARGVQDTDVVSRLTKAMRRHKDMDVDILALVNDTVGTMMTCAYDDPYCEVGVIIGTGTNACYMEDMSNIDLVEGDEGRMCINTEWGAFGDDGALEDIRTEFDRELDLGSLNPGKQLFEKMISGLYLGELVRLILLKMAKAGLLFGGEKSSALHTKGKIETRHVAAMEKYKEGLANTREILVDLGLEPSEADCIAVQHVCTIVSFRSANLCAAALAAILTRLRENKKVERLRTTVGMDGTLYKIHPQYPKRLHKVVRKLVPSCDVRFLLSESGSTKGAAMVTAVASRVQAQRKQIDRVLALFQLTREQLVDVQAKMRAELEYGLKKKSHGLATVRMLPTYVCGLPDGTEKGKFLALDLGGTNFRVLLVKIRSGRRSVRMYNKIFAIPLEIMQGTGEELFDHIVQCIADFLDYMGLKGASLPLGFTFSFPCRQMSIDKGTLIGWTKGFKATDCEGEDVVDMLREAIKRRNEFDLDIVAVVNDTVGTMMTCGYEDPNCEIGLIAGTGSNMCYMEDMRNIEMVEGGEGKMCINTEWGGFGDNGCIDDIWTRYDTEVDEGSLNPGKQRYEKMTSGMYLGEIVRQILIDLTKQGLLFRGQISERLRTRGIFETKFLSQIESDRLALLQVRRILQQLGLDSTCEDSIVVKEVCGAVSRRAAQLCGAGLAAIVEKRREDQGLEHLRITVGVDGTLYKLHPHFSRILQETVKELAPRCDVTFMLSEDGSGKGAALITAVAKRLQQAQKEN
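Test system: HK5 enzyme. Quantity: 5 µg/mL HK5 final. Reagent: glucose and ATP substrates. Schedule: 90 min reaction incubation at room temperature, dark. Technique: resazurin-to-resorufin fluorescence via G6PDH and diaphorase coupling, 525/613 nm. Control set: DMSO wells with and without enzyme mix.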
Apaf-1 inh = inhibitors of human Apaf-1 apoptosome; reconstituted apoptosome caspase-3 activity, DEVD-Rh110 fluorescence; actives 0.71% (n = 330,000); AID 489030; inhibition, % at 20 µM; active = inhibition of at least 40% at 20 µM;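 also: plate controls were DMSO wells for no effect and DEVD-CHO caspase inhibitor wells for full effect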
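Material: reconstituted apoptosome with Apaf-1, cytochrome c, caspase-9, procaspase-3, dATP / Buffer or medium: pH 7.5 Hepes buffer with CHAPS, BSA, DTT / Also added: cytochrome c with DEVD-Rh110 / Schedule: compound with Apaf-1, dATP, procaspase-3 30 min, then 50 min reaction, room temperature / Technique: rhodamine 110 fluorescence at Ex 480/Em 540 nm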
Starred values were filed as active, the others as inactive; & = joins results of further samples. Rule as the data show it, unless noted: active = inhibition above about 50%; inactive = the rest. An unsorted share of the library; overall some 3.6% were active at least once.

`Cc1ccc(C(=O)N2CCN(c3ccc(NC(=O)c4ccc(Br)o4)cc3)CC2)cc1` gave UBC13 polyUb -4.4, SENP8 block -2.7, Gli-Sufu antag 20.4, SENP7 inh 5.2, Jurkat NFkB inh 2.3, 697 NFkB inh -15.1, HKDC1 inh 3.1 and Apaf-1 inh 13.5.
CC1C(=O)Nc2ccccc2N1C(=O)c1cccc(C(F)(F)F)c1 (stereo not given) was read as UBC13 polyUb 2.2, SENP8 block 4.0, Gli-Sufu antag -10.6, SENP7 inh 10.1, Jurkat NFkB inh 3.3, 697 NFkB inh -2.3, HKDC1 inh 2.8 and Apaf-1 inh 3.6.
For Cc1cnc(NC(=O)c2cc3c(C)nn(-c4ccccc4)c3s2)s1 the results were UBC13 polyUb 10.9, SENP8 block -8.0, Gli-Sufu antag 6.7, SENP7 inh -0.1, Jurkat NFkB inh 5.6, 697 NFkB inh 13.5, HKDC1 inh -6.5 and Apaf-1 inh 9.9.
For CCOc1ccccc1-c1cc(-c2ccccc2)nc2c1c(=O)n(C)c(=O)n2C the results were UBC13 polyUb 17.0, SENP8 block -7.5, Gli-Sufu antag 22.6, SENP7 inh -7.1, Jurkat NFkB inh -5.7, 697 NFkB inh -3.4, HKDC1 inh -4.3 and Apaf-1 inh 17.6.
Screening COc1ccc(C(C)=O)cc1CN1C(=O)C(C)N(c2ccc(C)cc2)C1=O (stereo not given) returned UBC13 polyUb 9.4, SENP8 block 5.7, Gli-Sufu antag 1.9, SENP7 inh -2.9, Jurkat NFkB inh -4.3, 697 NFkB inh 10.1, HKDC1 inh -4.9 and Apaf-1 inh 7.3.
`C=CC#CC1(O)CC(C)N(C)CC1C` (stereo not given) gave UBC13 polyUb 0.4, SENP8 block 0.1, Gli-Sufu antag 13.3, SENP7 inh 4.6, Jurkat NFkB inh 4.3, 697 NFkB inh -3.3, HKDC1 inh 12.3 and Apaf-1 inh 1.1.
For O=C(NCc1ccccc1)/C(=C/c1ccccc1)NC(=O)c1ccco1 the results were UBC13 polyUb -6.4, SENP8 block -3.7, Gli-Sufu antag -10.6, SENP7 inh -5.6, Jurkat NFkB inh -11.0, 697 NFkB inh 9.6, HKDC1 inh -6.7 and Apaf-1 inh 3.3.
Screening O=C(COc1ccc2c3c(c(=O)oc2c1)CCCC3)NCC(O)c1ccccc1 (stereo not given) returned UBC13 polyUb 8.1, SENP8 block 1.4, Gli-Sufu antag -55.9, SENP7 inh 11.8, Jurkat NFkB inh -6.2, 697 NFkB inh 10.6, HKDC1 inh 3.4 and Apaf-1 inh -1.0.
Screening Cc1ccccc1C(=O)Nc1nnc(-c2ccco2)o1 returned UBC13 polyUb -16.8, SENP8 block -6.5, Gli-Sufu antag 34.4, SENP7 inh -0.7, Jurkat NFkB inh 7.9, 697 NFkB inh -5.6, HKDC1 inh -1.0 and Apaf-1 inh -8.1.
Screening Cc1ccccc1N=Cc1cccc(O)c1O returned UBC13 polyUb -12.2, SENP8 block -5.2, Gli-Sufu antag 4.9, SENP7 inh 1.5, Jurkat NFkB inh -5.0, 697 NFkB inh -16.6, HKDC1 inh -1.7 and Apaf-1 inh 73.8*.
Cc1ccc2nc(Cl)c3nnnn3c2c1 was read as UBC13 polyUb -1.3, SENP8 block 1.0, Gli-Sufu antag 9.7, SENP7 inh 7.6, Jurkat NFkB inh -5.1, 697 NFkB inh -16.8, HKDC1 inh 5.6 and Apaf-1 inh -5.2.
For CCC1=NC(c2ccccc2OC)N(O)C1(C)C (stereo not given) the results were UBC13 polyUb 15.5, SENP8 block 3.2, Gli-Sufu antag 5.0, SENP7 inh 2.8, Jurkat NFkB inh -1.2, 697 NFkB inh -0.9, HKDC1 inh 3.2 and Apaf-1 inh -10.3.
Screening CCc1cc2cc(C)cc(C)c2nc1SCC(=O)NNC(=O)c1ccco1 returned UBC13 polyUb 25.5, SENP8 block -11.0, Gli-Sufu antag 34.1, SENP7 inh -0.9, Jurkat NFkB inh -2.7, 697 NFkB inh -10.1, HKDC1 inh -3.9 and Apaf-1 inh -2.3.
`O=C1NC(c2ccccc2)Oc2ccccc21` (stereo not given) gave UBC13 polyUb 18.8, SENP8 block 1.3, Gli-Sufu antag -17.4, SENP7 inh 3.6, Jurkat NFkB inh 2.0, 697 NFkB inh 4.3, HKDC1 inh -4.8 and Apaf-1 inh -12.0.
Screening Cc1ccc(NC(=O)C2CCN(S(=O)(=O)c3ccc4c(c3)OCCO4)CC2)c(O)c1 returned UBC13 polyUb -3.0, SENP8 block -3.5, Gli-Sufu antag -6.2, SENP7 inh -2.5, Jurkat NFkB inh 14.7, 697 NFkB inh -5.1, HKDC1 inh -2.6 and Apaf-1 inh 7.3.
Screening Cc1cc(-n2cccn2)ccc1CN1CCN(CC(C)C)C(CCO)C1 (stereo not given) returned UBC13 polyUb -8.0, SENP8 block -6.2, Gli-Sufu antag -0.5, SENP7 inh -3.5, Jurkat NFkB inh -10.8, 697 NFkB inh -17.8, HKDC1 inh -2.2 and Apaf-1 inh -4.7.
Screening O=C(O)c1ccc(Cl)c(S(=O)(=O)Nc2ccccc2C(=O)Nc2ccc(Cl)cc2)c1 returned UBC13 polyUb -4.7, SENP8 block 10.5, Gli-Sufu antag -0.5, SENP7 inh -10.2, Jurkat NFkB inh 4.4, 697 NFkB inh -2.5, HKDC1 inh 7.7 and Apaf-1 inh 15.5.
Screening CC(C)NC(=O)/C(C#N)=C/c1cccc(NC(=O)c2ccccc2Cl)c1 returned UBC13 polyUb 3.5, SENP8 block 2.9, Gli-Sufu antag 1.7, SENP7 inh -4.9, Jurkat NFkB inh 8.1, 697 NFkB inh -15.4, HKDC1 inh -4.1 and Apaf-1 inh -1.7.
`COCc1ccc(CN2CCCC(CO)(Cc3cccc(Cl)c3)C2)o1` (stereo not given) gave UBC13 polyUb 19.5, SENP8 block -6.2, Gli-Sufu antag -4.9, SENP7 inh -1.5, Jurkat NFkB inh 4.6, 697 NFkB inh 2.1, HKDC1 inh 2.9 and Apaf-1 inh -0.5.
`CC(C(=O)Nc1ccccc1-c1ccccc1)N1CCOCC1` (stereo not given) gave UBC13 polyUb -0.1, SENP8 block -2.1, Gli-Sufu antag 4.7, SENP7 inh -2.4, Jurkat NFkB inh -11.8, 697 NFkB inh -5.9, HKDC1 inh -7.1 and Apaf-1 inh -13.7.

An excerpt from above in order of SMILES length, lowest first:
Screening Cc1ccccc1N=Cc1cccc(O)c1O returned UBC13 polyUb -12.2, SENP8 block -5.2, Gli-Sufu antag 4.9, SENP7 inh 1.5, Jurkat NFkB inh -5.0, 697 NFkB inh -16.6, HKDC1 inh -1.7 and Apaf-1 inh 73.8*.
`O=C1NC(c2ccccc2)Oc2ccccc21` (stereo not given) gave UBC13 polyUb 18.8, SENP8 block 1.3, Gli-Sufu antag -17.4, SENP7 inh 3.6, Jurkat NFkB inh 2.0, 697 NFkB inh 4.3, HKDC1 inh -4.8 and Apaf-1 inh -12.0.
`COCc1ccc(CN2CCCC(CO)(Cc3cccc(Cl)c3)C2)o1` (stereo not given) gave UBC13 polyUb 19.5, SENP8 block -6.2, Gli-Sufu antag -4.9, SENP7 inh -1.5, Jurkat NFkB inh 4.6, 697 NFkB inh 2.1, HKDC1 inh 2.9 and Apaf-1 inh -0.5.
For O=C(NCc1ccccc1)/C(=C/c1ccccc1)NC(=O)c1ccco1 the results were UBC13 polyUb -6.4, SENP8 block -3.7, Gli-Sufu antag -10.6, SENP7 inh -5.6, Jurkat NFkB inh -11.0, 697 NFkB inh 9.6, HKDC1 inh -6.7 and Apaf-1 inh 3.3.

Next results follow.
Screening COc1ccc(OC)c(-c2csc(NC(=O)C3COc4ccccc4O3)n2)c1 (stereo not given) returned UBC13 polyUb -3.9, SENP8 block -1.1, Gli-Sufu antag 4.8, SENP7 inh -3.7, Jurkat NFkB inh 4.7, 697 NFkB inh 13.5, HKDC1 inh -1.9 and Apaf-1 inh 26.5.
Screening N#Cc1cccc(NC(=O)CCNS(=O)(=O)c2ccc3[nH]c(=O)oc3c2)c1 returned UBC13 polyUb 0.7, SENP8 block -1.6, Gli-Sufu antag 44.8, SENP7 inh 0.5, Jurkat NFkB inh 13.0, 697 NFkB inh -1.1, HKDC1 inh -7.5 and Apaf-1 inh -2.1.
`S=C(Nc1ccc(Br)cc1Cl)N1CCC2(CC1)OCCO2` gave UBC13 polyUb 7.2, SENP8 block 2.5, Gli-Sufu antag -26.6, SENP7 inh -2.8, Jurkat NFkB inh -8.4, 697 NFkB inh -15.5, HKDC1 inh 6.0 and Apaf-1 inh -5.2.
Screening CC(C)C(=O)NNC(=O)c1cc2sccc2s1 returned UBC13 polyUb 0.4, SENP8 block 0.2, Gli-Sufu antag -5.5, SENP7 inh 3.1, Jurkat NFkB inh 4.5, 697 NFkB inh -1.8, HKDC1 inh -3.3 and Apaf-1 inh -6.2.
Screening CCN1C(=O)/C(=C2/Sc3ccccc3N2CCCS(=O)(=O)O)SC1=S returned UBC13 polyUb -18.0&-7.8, SENP8 block 4.4&-7.6, Gli-Sufu antag 0.2&-4.6, SENP7 inh 5.6&-3.0, Jurkat NFkB inh -6.9&-7.6, 697 NFkB inh -7.6&0.1, HKDC1 inh 6.5&5.2 and Apaf-1 inh -3.7&1.1.
For CCOc1ccc(C2C3=C(CCCC3=O)Nc3nc(C(F)(F)F)nn32)cc1OC (stereo not given) the results were UBC13 polyUb -3.5, SENP8 block 6.8, Gli-Sufu antag -26.5, SENP7 inh 6.4, Jurkat NFkB inh -3.0, 697 NFkB inh 4.8, HKDC1 inh -0.7 and Apaf-1 inh 4.9.
`N#CC1=C(N)Oc2cc(O)ccc2C1c1ccccc1` (stereo not given) gave UBC13 polyUb 8.8, SENP8 block -7.9, Gli-Sufu antag -5.5, SENP7 inh 1.1, Jurkat NFkB inh -4.0, 697 NFkB inh -8.4, HKDC1 inh -4.3 and Apaf-1 inh -4.6.
Cc1c(NC(=O)c2ccco2)c(=O)n(-c2ccccc2)n1C was read as UBC13 polyUb 0.0, SENP8 block 5.0, Gli-Sufu antag -0.1, SENP7 inh 2.6, Jurkat NFkB inh -5.5, 697 NFkB inh 0.7, HKDC1 inh -8.3 and Apaf-1 inh -0.5.
`NNC(=O)c1sccc1OCc1ccc(Cl)cc1` gave UBC13 polyUb 3.5, SENP8 block -2.0, Gli-Sufu antag -5.8, SENP7 inh -1.2, Jurkat NFkB inh 9.5, 697 NFkB inh -7.0, HKDC1 inh -11.0 and Apaf-1 inh -3.8.
Screening O=C(NCc1nnc(SCC(=O)N2CCC(Cc3ccccc3)CC2)o1)c1ccco1 returned UBC13 polyUb 17.6, SENP8 block 0.7, Gli-Sufu antag 6.7, SENP7 inh -10.2, Jurkat NFkB inh 7.7, 697 NFkB inh 10.8, HKDC1 inh -5.0 and Apaf-1 inh -6.2.
`CC(=O)c1ccc(NC(=O)CCCCCn2nnc3ccccc3c2=O)cc1` gave UBC13 polyUb 5.2, SENP8 block -2.1, Gli-Sufu antag 0.9, SENP7 inh -0.1, Jurkat NFkB inh -29.2, 697 NFkB inh -11.8, HKDC1 inh -3.2 and Apaf-1 inh 7.8.
For CC(=O)Nc1ccc(N=NN2CCOCC2)cc1 the results were UBC13 polyUb -4.6, SENP8 block -9.0, Gli-Sufu antag -4.1, SENP7 inh -2.9, Jurkat NFkB inh -56.7, 697 NFkB inh -1.7, HKDC1 inh -10.7 and Apaf-1 inh -0.8.
For CC(C)CNC(=O)NC(=O)COc1ncnc2sccc12 the results were UBC13 polyUb 0.0, SENP8 block -0.9, Gli-Sufu antag -1.1, SENP7 inh -1.7, Jurkat NFkB inh -5.6, 697 NFkB inh 16.3, HKDC1 inh -4.6 and Apaf-1 inh -13.3.
`O=C(CSc1nnc2ccccn12)NC(=O)c1ccccc1Cl` gave UBC13 polyUb 8.1, SENP8 block 8.6, Gli-Sufu antag -2.4, SENP7 inh 9.9, Jurkat NFkB inh 2.9, 697 NFkB inh 7.5, HKDC1 inh -2.3 and Apaf-1 inh -15.5.
